# Screening results from PubChem BioAssay.
# CCHFV vOTU inh – blocks the CCHF virus ovarian tumor domain protease; CCHFV vOTU protease, Pep-AMC fluorescence; inhibition, % at 11.5 µM; 370,000 compounds, 0.55% hits; in the data active means inhibition above about 30%; further: 0% = vehicle wells with enzyme and 100% = no enzyme wells
# Anthrax LF prot – inhibitors of Bacillus anthracis lethal factor protease; P15917; multiplex microsphere protease cleavage assay, LF; inhibition, % at 10 µM; 360,000 compounds, 0.12% hits; further: plate controls were buffer without enzyme for full effect and enzyme alone for no effect
# Target sequence (P15917 whole entry, looked up): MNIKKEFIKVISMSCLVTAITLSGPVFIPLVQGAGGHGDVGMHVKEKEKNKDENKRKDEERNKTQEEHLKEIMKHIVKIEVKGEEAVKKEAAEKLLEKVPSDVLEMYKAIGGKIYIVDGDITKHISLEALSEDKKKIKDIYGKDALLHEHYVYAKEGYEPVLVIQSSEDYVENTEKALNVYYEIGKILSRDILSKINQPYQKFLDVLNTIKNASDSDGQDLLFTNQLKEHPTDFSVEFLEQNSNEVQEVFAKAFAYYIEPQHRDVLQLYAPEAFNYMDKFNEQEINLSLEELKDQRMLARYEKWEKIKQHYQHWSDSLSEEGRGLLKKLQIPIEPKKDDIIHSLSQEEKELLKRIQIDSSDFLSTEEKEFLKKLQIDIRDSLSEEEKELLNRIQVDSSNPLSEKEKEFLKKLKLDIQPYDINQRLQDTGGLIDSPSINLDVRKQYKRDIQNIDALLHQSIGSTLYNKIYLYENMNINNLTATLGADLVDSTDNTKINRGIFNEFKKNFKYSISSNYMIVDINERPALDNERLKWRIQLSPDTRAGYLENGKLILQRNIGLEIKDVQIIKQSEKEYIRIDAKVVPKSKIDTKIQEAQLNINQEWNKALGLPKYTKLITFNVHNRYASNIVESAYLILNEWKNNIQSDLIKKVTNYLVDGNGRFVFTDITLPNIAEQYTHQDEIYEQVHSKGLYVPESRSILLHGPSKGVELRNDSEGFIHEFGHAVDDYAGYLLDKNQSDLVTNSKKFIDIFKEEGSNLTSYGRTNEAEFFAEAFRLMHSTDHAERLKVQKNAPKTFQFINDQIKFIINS
# Rv3671c protease – Rv3671c (M. tuberculosis) protease inhibition; P9WHR9; AID 2606; 320,000 compounds, 0.048% hits; inhibition, % at 5.96 µM; in the data active means inhibition above about 38%;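 further: extracellular domain of Rv3671c used as enzyme; 0% = enzyme with DMSO and 100% = no enzyme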
# MazF activator – MazEF (E. coli) toxin RNase activation; FAM/BHQ RNA-DNA oligo cleavage fluorescence, 5 h; activation, % at 20 µM; 350,000 compounds, 0.32% hits; in the data active means activation above about 50%
# Target sequence (P0AE70 whole entry, looked up): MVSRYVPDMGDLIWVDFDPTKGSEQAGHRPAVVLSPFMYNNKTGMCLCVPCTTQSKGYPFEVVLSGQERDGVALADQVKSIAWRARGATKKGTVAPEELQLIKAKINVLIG
# BoNT A protease – blocks Botulinum neurotoxin A light chain protease; inhibition, % at 10 µM; multiplex microsphere protease substrate cleavage, flow cytometry; 360,000 compounds, 0.17% hits; further: plate controls were buffer without enzyme for full effect and enzyme alone for no effect
# SARS 3CLpro inh – SARS-CoV 3CLpro protease inhibition; 290,000 compounds, 0.14% hits; AID 1706; inhibition, % at 6 µM; P0C6X7; recombinant SARS-CoV 3CLpro, quenched FRET peptide cleavage; in the data active means inhibition above about 12%
# PriA SSB inh – blocks PriA binding to SSB C-terminal tail | AlphaScreen SSBct-PriA binding, biotinylated peptide | inhibition, % at 33 µM | 430,000 compounds, 0.6% hits; in the data active means inhibition mostly above about 37%, no sharp cut-off; inactive means mostly below about 20%;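 further: plate controls were negative control peptide for no effect and reference peptide for full effect; strong numbers were not always called active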
# PrPC TRFRET – inhibitors of human cell surface prion protein PrPC; 370,000 compounds, 0.43% hits; TR-FRET read-out; inhibition, % at 13.8 µM; P04156; AID 720596; in the data active means inhibition above about 24%; further: 0% = median of the test wells and 100% = reference compound wells
# BoNT F protease – BoNT F light chain protease inhibition. Multiplex microsphere protease cleavage assay, flow cytometry. inhibition, % at 10 µM. 360,000 compounds, 0.22% hits. AID 588497; in the data active means inhibition above about 35%, passing the limit was not always enough; inconclusive means no clear call, values can overlap the other calls; further: plate controls were buffer without enzyme for full effect and enzyme alone for no effect
# VHR inh abs – DUSP3 (human) phosphatase inhibition; P51452; 290,000 compounds, 0.52% hits; inhibition, % at 13.3 µM; recombinant VHR phosphatase, pNPP absorbance; in the data active means inhibition above about 50%; further: some compounds called inactive have numbers as strong as hits
# Numbers without * were called inactive; i = inactive; ? = inconclusive; . = not tested or not shown; & = joins results of further samples. Unless noted, no stated cut-off is given here; in the data, active means inhibition above about 30%; inconclusive means no clear call, values can overlap the other calls; inactive means below that.
SMILES,CCHFV vOTU inh,Anthrax LF prot,Rv3671c protease,MazF activator,BoNT A protease,SARS 3CLpro inh,PriA SSB inh,PrPC TRFRET,BoNT F protease,VHR inh abs
O=C1CS(=O)(=O)c2ccccc2N1,-11,-15,2,3,-1.4,2,8,-1,-8,27
CCOC(=O)C1=C(N)Oc2cc(C)oc(=O)c2C12C(=O)N1c3c(cccc32)C(C)CC1(C)C (centres undefined),.,0,1,-4,0.9,3,-6,.,-7,1
O=C(/C=C/c1cn(-c2ccccc2)nc1-c1cccc(Cl)c1)N1CCN(c2ccccn2)CC1,6,-3,-21,-10,-0.1,2,12,5,-6,22
CC(C)CN(CC(C)C)c1nnc(NC(=O)Cn2c(=O)oc3ccccc32)s1,27,-5,0,13,-1.2,2,1,3,-15,21
Cc1cc(C)c2ccc(=O)n(CC(=O)N/N=C/c3ccccc3Cl)c2n1,-14,13,-1,15,?,0,i,10,?,1
CCOC(=O)n1c(=O)n(Cc2ccc(Cl)cc2Cl)c2ccccc21,14,1,2,-4,0.0,2,-15,11,5,3
Cc1c(N=C2NN=C(c3ccc(Cl)cc3)CS2)c(=O)n(-c2ccccc2)n1C,1,2,4,1,-0.1,6,8,-2,-6,24
CN(C)CCCNC(=O)c1cc(C(=O)c2ccccc2F)c[nH]1,-11,7,4,1,0.6,-3,-2,1,-21,22
C[C@@H]1CN([C@H](C)CO)C(=O)CCCn2nncc2CO[C@H]1CN(C)C,-3,-6,.,5,-0.4,.,.,9,-3,.
O=C(COc1ccccc1)Nc1ccc(Cl)cn1,8,2,-5,2,-0.3,-1,-15,-1,-2,21

# Individual results from the entries so far.
# CC(C)CN(CC(C)C)c1nnc(NC(=O)Cn2c(=O)oc3ccccc32)s1 – SARS 3CLpro inh = 2
# CCOC(=O)C1=C(N)Oc2cc(C)oc(=O)c2C12C(=O)N1c3c(cccc32)C(C)CC1(C)C (centres undefined) – Anthrax LF prot = 0
# O=C1CS(=O)(=O)c2ccccc2N1 – PriA SSB inh = 8

# Next part
SMILES,CCHFV vOTU inh,Anthrax LF prot,Rv3671c protease,MazF activator,BoNT A protease,SARS 3CLpro inh,PriA SSB inh,PrPC TRFRET,BoNT F protease,VHR inh abs
CN(C)C(=O)C1Cc2ccccc2CN1S(=O)(=O)c1cccs1 (centres undefined),0,-2,-3,11,-0.5,2,1,6,0,18
O=c1[nH]c2cc(Cl)c(Cl)cc2o1,-6,-4,.,-5,-0.5,.,-3,8,-5,.
O=S(=O)(Cc1cc(Cl)nc(-c2ccccc2)n1)c1ccccc1,7,-2,-2,4,0.3,2,-5,-4,2,2
Cc1ccc(C)c(-c2ccc(=O)n(Cc3c(F)cccc3Cl)n2)c1,13,-6,-10,1,-5.5,3,-13,4,-20,-16
Clc1ccc(C=NN2CCCCCC2)cc1Cl,12,2,.,-3,-0.9,.,-6,8,-5,.
O=C(NCCCNC(=O)c1ccco1)c1ccc(Cl)c(Cl)c1,6,-3,9,1,-2.7,-2,-6,-2,-9,10
Cn1c(=O)c2c(-c3ccccc3)n(-c3cc([N+](=O)[O-])ccc3O)cc2n(C)c1=O,9,0,.,7,0.2,.,.,-12,-6,.
Cc1cc(N2CCOCC2)ccc1/C=C1\NC(=O)N(Cc2ccccc2F)C1=O,4,-2,-1,4,-2.2,5,-3,-1,-3,-5
CCN(C(=O)N1CCOCC1)c1ccccc1,5,-5,-2,2,0.9,-2,-10,2,6,6
O=C(NCc1cccnc1)C1COc2ccccc2O1 (centres undefined),8,2,.,6,-0.4,-4,-24,-3,5,0
CC(C)(C)NC(=O)C1c2ccccc2OCC(=O)N1Cc1ccccn1 (centres undefined),5,-5,.,.,-0.1,.,.,0,0,.
CC(=O)c1c(C)[nH]c(C(=O)OCC(=O)Nc2sc3c(c2C#N)CCC(C)C3)c1C (centres undefined),10,-2,-8,-13,1.1,-3,-9,5,5,30
Cc1cccc(-n2c(Cc3ccccc3)nnc2SCC(=O)N2CCOCC2)c1,20,0,1,9,0.6,3,-6,-2,-12,15
O=C(N/N=C/c1cccs1)c1n[nH]c2c1CCCC2,3,-8,2,10,-2.4,5,i,1,?,25
Cc1nn(-c2cccc3cccnc23)c(=O)c2ccccc12,5,0,8,4,-0.4,-3,-9,-1,-30,19
O=C(COC(=O)c1cc(Br)ccc1O)NCCC1=CCCCC1,6,-11,.,-7,-0.3,.,.,1,6,.
COc1cc(/C=N/NC(=O)c2cccc(NC(=O)c3ccccc3)c2)ccc1O,22,-7,16,10,-2.9,0,.,-17,-2,20
Clc1ccccc1-c1ccc2ncnc(NCc3cccs3)c2c1,-2,0,-17,4,0.1,.,-8,-1,-2,.
N#C/C(=C/c1ccc(N2CCCCCC2)o1)c1ccc(F)cc1,.,-1,5,1,2.4,-3,9,.,-10,.
Cn1c(SCC(=O)NC(=O)Nc2ccccc2)nnc1-c1ccncc1,11,-8,-4,8,0.4,-2,3,4,-2,12
O=C(CN1c2ccccc2S(=O)(=O)c2ccccc21)Nc1ccccc1F,14,2,-5,-2,1.5,-2,0,5,9,1
CCOC(=O)c1[nH]c(C)c(C(=O)N2CCN(C(=O)c3ccco3)CC2)c1C,-3,0,15,3,0.1,-5,6&3,-4,10,35
O=C(Cc1ccccc1)Nc1ccc(NC(=O)c2ccc(Br)cc2)cc1,6,-8,-1,-3,-9.2,1,1,4,?,-2
CCOC(=O)c1cc2c(C(F)(F)F)cc(-c3cccnc3)nc2o1,9,-1,3,8,-0.7,-1,-12,-3,-9,0
COc1cccc(OCCSc2nc(C)c(Cc3ccccc3)c(=O)[nH]2)c1,-2,-8,-3,-7,-0.3,5,2,-4,-2,-6
CC(C)CN(C(=O)C1CCCO1)C1CCS(=O)(=O)C1 (centres undefined),10,-3,0,-7,-0.2,.,-6,4,-4,.
Cc1ccc(Nc2nnc(-c3ccncc3)s2)c(Br)c1,1,0,-10,-7,-2.2,5,2,2,5,-17
Cc1cc(C(=O)NCc2ccccc2Cl)n(-c2ccccc2)n1,-7,1,3,-3,-0.4,3,0,-6,-4,18
Cc1cc(O)c(-c2ccno2)cc1Cl,-12,-3,-14,9,-0.2,2,-20,-2,0,4
O=C(COC(=O)c1cc([N+](=O)[O-])ccc1N1CCOCC1)c1ccccc1Cl,5,-2,-3,2,4.4,7,17,-12,11,10
O=C(O)C(c1ccccc1)N1C(=O)/C(=C\c2ccc(-c3ccc(Br)cc3)o2)SC1=S (centres undefined),-2,24,.,-237,65*,3,-11,2,13,-16
COCCN1C=C(C(=O)OC)C(c2ccccc2Cl)C(C(=O)OC)=C1,-326,0,0,2,-0.6,0,0,3,1,8
COc1ccc2o/c(=N\O)c(C(=O)Nc3ccccc3OC)cc2c1,-5,-1,-5,-1,0.2,0,.,-1,-6,27
O=C(Nc1ccc(S(=O)(=O)Nc2nccs2)cc1)C1CC(=O)N(c2ccc(Cl)cc2)C1 (centres undefined),-8,4,14,-2,-0.3,3,-1,2,1,-52
COc1ccccc1C(=O)Nc1ccnn1C1CCN(Cc2ccccc2OCCO)CC1,9,0,2,3,-2.6,2,-2,-10,-8,27
CN(C)/C=C/C1=C([N+](=O)[O-])C(c2cccc([N+](=O)[O-])c2)NC(=O)N1 (centres undefined),1,8,1,-3,-0.9,-2,5,-6,-8,15
COc1ccc(C2=CC(c3cccc(OC)c3)n3nnnc3N2)cc1 (centres undefined),-14,0,-12,-1,1.0,-1,-18,-1,4,-2
Cn1c(SCC(=O)C(C)(C)C)nnc1-c1ccccn1,-2,6,9,7,0.2,-4,1,-2,-9,9
Cc1ccc(NC(=O)C2CC(=O)N/C(=N/N=C/c3ccco3)S2)cc1 (centres undefined),0,0,-8,5,-0.4,2,.,-4,-6,58*
CCC[C@H](CN[C@@H](CNC)[C@H](C)CC)NCCc1cc(C(F)(F)F)cc(C(F)(F)F)c1,29,-7,5,15,-0.2,5,10,-7,-34,29
COc1cc(OC)cc(-c2c(-c3ccc(F)cc3)c3cc(-c4cnc(OC)nc4)ccc3n2C)c1,-5,1,4,-4,0.6,.,7,2,8,.
COc1cc(CN2CCC(CO)(CCOc3ccccc3)CC2)cc(OC)c1,-8,-9,-4,4,-1.7,2,-6,-12,-2,18
N#CC1(NC(=O)CSc2nnc(-c3ccccc3F)n2N)CCCCC1,11,.,-2,6,.,.,1,1,.,.
Nc1nc(F)cc(NCc2ccccc2)n1,-8,1,2,0,0.2,4,8,-6,-4,-8
Brc1cccc(CNCc2cccs2)c1,2,1,7,1,-0.1,3,-7,1,-4,-7
COc1ccc(-n2c(Cc3cccn3C)nnc2SCC(=O)N2CCCc3ccccc32)cc1,1,-2,-3,-1,-0.1,6,14,10,-3,-11
CN(C)C1CN(Cc2cn(Cc3cccc(C(F)(F)F)c3)nn2)S(=O)(=O)C1 (centres undefined),-4,-10,.,.,-0.4,.,.,2,2,.
O=C(O)c1ccccc1SCC(=O)N1CCCCC1,-8,-3,9,1,-0.7,4,-15,-4,-10,29
CCCOC(=O)Oc1ccc2c(=O)c(Oc3cc(C)cc(C)c3)coc2c1,-9,-2,-11,5,-0.2,2,-9,-2,4,7
Cc1cccc(NC(=O)CSc2nnc(Cn3nnc(-c4ccccc4)n3)n2-c2ccccc2)c1,6,-3,-1,-2,-0.6,-1,-2,3,-1,10

# The list continues.
SMILES,CCHFV vOTU inh,Anthrax LF prot,Rv3671c protease,MazF activator,BoNT A protease,SARS 3CLpro inh,PriA SSB inh,PrPC TRFRET,BoNT F protease,VHR inh abs
CCOC(=O)CN(C(=O)CSc1nnc(-c2ccc(OC)c(OC)c2)o1)c1ccccc1,-4,1,-3,1,?,-2,-5,5,-2,-4
CC(C)c1nnc(NC(=O)C2CCN(C(=O)c3ccco3)CC2)s1,-5,1,2,1,1.6,0,0,0,6,-40
O=C(Cc1ccc([N+](=O)[O-])cc1)NCCS(=O)(=O)N1CCN(c2ccccc2)CC1,-14,1,.,20,-0.4,.,.,-12,-6,.
C=CCOC(=O)C1=C[C@H](c2ccc(Br)cc2)C[C@H](OCc2ccc(CO)cc2)O1,7,-5,-3,-1,0.8,.,-19,-7,2,.
N#CCCN(Cc1ccccc1)C(C(=O)NC1CCCCC1)c1cc2ccccc2o1 (centres undefined),3,-3,.,.,-1.3,.,.,7,-9,.
CC1CCCCN1C(=O)CN1C(=O)NC2(CCCCC2C)C1=O (centres undefined),-3,0,-7,-16,0.7,.,-13,0,8,.
CC(/C=N/NC(=O)c1cccc(F)c1)=C\c1ccccc1,-10,0,-8,7,2.2,4,.,-1,4,28
CC(=O)Oc1ccc(-n2c(=O)c3ccccc3c3ccccc3c2=O)cc1,8,-1,-6,-12,-0.9,2,-8,9,3,5
CCOC(=O)c1cc(=O)n(-c2ccc(Cl)cc2C)[nH]1,-3,2,0,-4,-1.3,0,-2,-1,-6,3
Cc1c(Cl)cccc1N=c1c([N+](=O)[O-])nn(-c2ccccc2)n1O,-10,-2,10,7,-0.8,-4,4,0,-9,20
O=C(c1cccnc1)N1CCN(C(=O)c2ccccc2F)CC1,2,-1,5,12,0.1,-4,-21,-1,-2,11
Cc1ccc(Sc2ccc(NC(=O)CCl)cc2)cc1C,11,-1,-27,-4,-0.5,0,-9,1,-2,-10
O=[N+]([O-])c1ccc(/C=N/NC(=S)Nc2ccc(Cl)cc2Cl)s1,7,-4,19,5,10,6,.,-6,-12,11
COc1ccc(S(=O)(=O)N2CCCC(C(=O)Nc3cccc(C(C)=O)c3)C2)cc1 (centres undefined),1,-12,2,1,1.0,0,-8,4,2,16
O=C(N/N=C/c1ccccc1)c1ccc(-c2ccccc2)cc1,-5,6,-11,3,-1.7,1,.,2,?,0
CC1CCN(C(=O)COC(=O)c2cccc(NS(=O)(=O)c3ccccc3)c2)CC1,2,-4,-8,4,-2.7,.,-14,-5,15,.
CCN(CC)S(=O)(=O)c1ccc(Cl)c(NC(=O)COc2ccc(OC)cc2)c1,-4,-9,-1,-14,-0.5,3,-14,2,-4,18

# This is a subset; count on the stated rates, not on these rows.
